Source: PubChem (several laboratories)
SF1 activator = activators of human SF-1, primary screen, cell-based, CHO-K1, Gal4-SF-1 LBD, luciferase luminescence; CHO-K1 Gal4-SF-1 LBD luciferase reporter; % increase over DMSO SF-1-specific signal; activation, % at 10 µM; 1.9% of 65,000 active; AID 522, 2006;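 active = activation above the mean activation of all tested compounds plus 3 SD, cut at about 50% in these data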
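Compound – one dose, 10 µM compound, 1% DMSO · Test system – transient Gal4-SF-1 LBD reporter, CHO-K1 · Input – 4,000 cells in each well · Read-out basis – percent activation relative to DMSO median and mock-transfected background · Replicates – single measurement per compound · Technique – steady-glow luciferase luminescence, read after 15 min reagent incubation · Timing – 20 h compound treatment, 37 °C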
Fluor 339 460 = intrinsic fluorescence of library compounds, ex339/em460 – biochemical, MLSMR library, data from DPM-DC assay, artefact control, profiling panel | compound autofluorescence, ex339/em460 nm, NADH buffer; stronger effect = higher value; 1 = no-compound wells, NADH background | fluorescence fold increase at 10 µM | 5.5% of 65,000 active | AID 709, 2007;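 active = at 10 µM, mean starting fluorescence two-fold or more over control wells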;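 note: signal is the first read of a kinetic run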
5-HT1A blocker = human 5-HT1a receptor antagonists, primary screen, cell-based, CHO, Ga15 NFAT-bla reporter; 5-hydroxytryptamine receptor 1A (Homo sapiens), P08908; inhibition, % at 10 µM; AID 612, 2007; CHO 5-HT1a Ga15 NFAT-bla reporter, antagonist mode; 0.68% of 62,000 active;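 active = inhibition above the mean of all tested compounds plus 3 SD, cut at about 43% in these data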;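 note: receptor stimulated by 5-CT agonist at 100 nM near EC80; beta-lactamase reporter measured by ratiometric fluorescence of a cleavable substrate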
Target sequence (P08908 whole entry, looked up): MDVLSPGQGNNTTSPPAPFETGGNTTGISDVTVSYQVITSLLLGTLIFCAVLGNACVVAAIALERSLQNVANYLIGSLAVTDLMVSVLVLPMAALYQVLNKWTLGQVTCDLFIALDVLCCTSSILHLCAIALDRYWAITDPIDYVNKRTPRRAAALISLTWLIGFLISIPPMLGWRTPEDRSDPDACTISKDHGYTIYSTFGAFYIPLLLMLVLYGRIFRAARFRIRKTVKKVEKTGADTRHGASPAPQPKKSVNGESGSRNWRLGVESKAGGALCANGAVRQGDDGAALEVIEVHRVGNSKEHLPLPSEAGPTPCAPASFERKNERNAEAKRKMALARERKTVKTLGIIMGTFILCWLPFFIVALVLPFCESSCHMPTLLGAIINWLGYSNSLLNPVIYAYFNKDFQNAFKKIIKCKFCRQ
NADH coupling = inhibitors of PK/LDH coupling enzymes, profiling panel, artefact control, biochemical, MLSMR library. 0.02% of 65,000 active. coupled PK/LDH NADH assays, four targets. IC50, µM (titrated, usually from 10 µM), without a hit: at the top dose inhibition;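 active = single-dose screening hits from any of four coupled enzyme assays that gave an IC50 when retested across doses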;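 note: the DPM-DC format reads NADH fluorescence rather than 340 nm absorbance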
RORA act = activators of orphan receptor RORA, primary screen, cell-based, luminescence. CHO-K1 Gal4-RORA LBD luciferase reporter; percent increase over mock-subtracted basal signal. Nuclear receptor ROR-alpha (Homo sapiens), P35398. activation, % at 10 µM. 1.5% of 65,000 active;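 active = activation above the mean of all tested compounds plus 3 SD, cut at about 49% in these data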;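 note: 0% = DMSO-treated RORA cells and 100% = added signal equal to DMSO minus mock-transfected cells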
TNAP act mid DEA = human TNAP enzyme activators, primary screen, biochemical, luminescent, intermediate phosphate acceptor level; purified TNAP, CDP-star luminescence, 100 mM DEA, 30 min; stronger effect = higher value; scale: 0 levamisole-inhibited, 1 vehicle-only enzyme; Alkaline phosphatase, tissue-nonspecific isozyme (Homo sapiens), P05186; activation factor at 20 µM; 64,000 tested, under 10 active;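 active = activation factor of at least 2 at 20 µM, relative to controls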
Target sequence (P05186 whole entry, looked up): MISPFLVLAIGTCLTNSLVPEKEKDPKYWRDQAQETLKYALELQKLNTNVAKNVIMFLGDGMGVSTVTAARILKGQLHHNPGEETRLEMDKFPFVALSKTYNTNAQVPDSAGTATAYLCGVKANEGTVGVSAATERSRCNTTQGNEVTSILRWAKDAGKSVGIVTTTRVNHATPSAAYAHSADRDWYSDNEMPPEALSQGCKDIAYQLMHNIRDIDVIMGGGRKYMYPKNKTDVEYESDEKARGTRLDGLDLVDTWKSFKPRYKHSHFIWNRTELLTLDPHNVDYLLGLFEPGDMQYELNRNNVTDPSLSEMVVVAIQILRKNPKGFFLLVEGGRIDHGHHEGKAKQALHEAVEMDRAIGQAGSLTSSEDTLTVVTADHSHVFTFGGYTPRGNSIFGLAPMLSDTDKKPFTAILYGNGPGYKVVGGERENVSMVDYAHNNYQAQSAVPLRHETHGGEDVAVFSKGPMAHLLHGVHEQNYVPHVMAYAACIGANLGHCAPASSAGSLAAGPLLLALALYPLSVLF
MMP-13 inhibitor = human MMP13 inhibitors, primary screen, biochemical, FRET peptide cleavage. Collagenase 3 (Homo sapiens), P45452. MMP-13 fTHP FRET cleavage, Mca fluorescence. inhibition, % at 4 µM. 0.07% of 65,000 active. AID 570, 2006;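 active = inhibition above the mean of compound-free control plate wells plus 3 SD, cut at about 14% in these data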;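 note: 0% = DMSO wells and 100% = wells with reference MMP-13 inhibitor after basal subtraction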
HTR1A agonist = human 5-HT1a receptor agonists, primary screen, cell-based, CHO, Ga15 NFAT-bla reporter | 5-hydroxytryptamine receptor 1A (Homo sapiens), P08908 | CHO 5-HT1a Ga15 NFAT-bla reporter, FRET ratio; 0% basal, 100% maximal reference agonist | activation, % at 10 µM | 0.56% of 65,000 active | AID 567, 2006;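 active = activation above the screen-wide mean activation plus 3 SD, cut at about 19% in these data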;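 note: 0% = DMSO wells and 100% = 5-CT at EC100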
Abs 340nm = compound light absorbance at 340 nm, profiling panel, artefact control, biochemical, MLSMR library, data from PS, PMK, MK assays; compound absorbance at 340 nm, fold over control; fold change at 10 µM; 65,000 tested, under 10 active;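 active = at 10 µM dose, initial 340 nm absorbance at least 2 fold that of control wells; inactive = change under 2 fold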;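 note: initial absorbance extrapolated from kinetic A340 decline of NADH oxidation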
* hit, by the source's call; . = not tested or not shown; [ ] = dose if it differs, or a comment. Random draw from the library (roughly 8.9% active in at least one column).

nr	SMILES	SF1 activator	Fluor 339 460	5-HT1A blocker	NADH coupling	RORA act	TNAP act mid DEA	MMP-13 inhibitor	HTR1A agonist	Abs 340nm
1	CCOc1ccc(NC(=O)C2CCC(C)(C(=O)O)C2(C)C)cc1 (configuration not stated)	-10	1.1	-3	2%	-4	1	-7	-2.6	1
2	O=C(CN1CCN(c2nc(-c3ccc(Cl)cc3)cs2)CC1)NCc1ccco1	7	1.1	2	3%	8	0.8	0	1.1	1
3	Cc1ccc(N=Cc2cccc(O)c2O)c(C)c1	-2	1.1	24	6%	-20	1	0	-3.9	1
4	CC(=O)N1CC2(C)CN(C(C)=O)CC(C)(C1)C2=O	9	1.1	-1	3%	-2	0.9	2	-0.4	1
5	O=C(CCC1CCCC1)N1CCN(C(=O)c2cccnc2)CC1	21	1.1	5	2%	15	1	0	-1.3	1
6	CCc1cc2c(CN3CCN(C)CC3)cc(=O)oc2cc1O	-24	3.8*	-2	8%[fluoresces]	16	0.9	-285[fluorescence artefact?]	6.7	1.1
7	Cc1c(CNC(=O)c2nn3c(c2Cl)NC(c2ccccc2)CC3C(F)(F)F)cnn1C (configuration not stated)	-1	1.1	2	5%	-16	1	2	-1.0	1
8	COCC(=O)Nc1nnc(COc2ccccc2)s1	0	1.1	-1	4%	-1	0.9	-1	-3.2	0.99
9	N#CC1=C(N)Oc2c(oc(CO)cc2=O)C12C(=O)Nc1ccc(Cl)cc12 (configuration not stated)	11	1	21	5%	-7	0.9	1	-0.6	0.99
10	O=C(C1CC1)N1CCc2cc(Br)cc(S(=O)(=O)NCC3COc4ccccc4O3)c21 (configuration not stated)	-1	1.1	4	5%	1	0.9	6	1.3	1
11	O=C(NCC1CCCO1)c1ccc2nc(N3CCCCC3)sc2c1 (configuration not stated)	54*	1.1	7	3%	59*	0.9	-3	-1.4	1.1
12	CS(=O)(=O)N1CCN(c2ncccn2)CC1	20	1.2	2	6%	-10	0.9	-2	-0.8	1
13	COc1ccc(C2C(C(=O)Nc3ccc(F)cc3)=C(C)Nc3nc(CCCO)nn32)cc1 (configuration not stated)	1	1.1	-11	4%	-14	1	-4	0.0	1.1
14	O=C(Cn1cc2c(n1)CCCC2)NCc1cccnc1	-13	1.1	5	4%	3	0.9	-7	-3.0	1.1
15	COc1ccc(NC(=O)C2CCCN(S(=O)(=O)c3cccc4cccnc34)C2)c(OC)c1 (configuration not stated)	-11	1.1	-8	2%	8	1	1	-0.9	1.1
16	CCn1c(/C(C#N)=C(\O)CCc2ccccc2)nc2ccccc21	-5	1.9	10	2%	-17	0.9	0	-4.9	1.1
17	COc1ccc(C)cc1S(=O)(=O)N(C)CC(=O)N1CCCCCC1	-6	1.1	-7	8%	-10	0.9	3	0.1	1
18	O=C(C(Cc1ccccc1)N1C(=O)C2C3C=CC(C3)C2C1=O)N1CCCCC1 (configuration not stated)	-1	1.1	-7	3%	-7	0.8	1	0.0	1.1
19	Cc1ccc(NC(=O)CS(=O)CC(=O)NCC2OCCc3ccccc32)c(C)c1 (configuration not stated)	-5	1	-5	3%	14	0.9	0	0.1	1
20	O=C(O)CSc1nnc(-c2ccncc2)n1C1CCCCC1	-9	1.1	-12	7%	-4	0.9	-7	-2.3	1
21	COc1ccc(CNC(=O)c2cc(C3CC3)on2)cc1	25	1.1	-18	1%	10	1	4	2.5	1.1
22	O=C(c1cccc(Cl)c1)N1CCN(Cc2ccccc2F)CC1	23	1	-1	3%	-14	0.9	6	-0.6	1
23	COc1cc2nc(C3CCC3)n(NC(=O)COc3ccccc3)c(=O)c2cc1OC	13	1.1	-2	6%	11	0.9	3	-4.0	1
24	CC1Cc2ccccc2N1C(=O)CSCC(=O)O (configuration not stated)	16	1.1	-4	7%	-2	0.9	0	-4.9	1
25	CC1(C)CC(=O)C2=C(C1)N1CCCCC1CC2=O (configuration not stated)	-6	1.1	12	4%	-23	1	0	-3.7	0.99
26	O=C(Nc1ccc2c(c1)OCO2)C1CCCN1C(=O)Nc1cccc(F)c1 (configuration not stated)	9	0.99	11	4%	-9	1	-4	-1.4	1
27	Cc1ccnc(NC(=O)CCC(=O)N(CC(=O)NCCc2ccccc2)Cc2ccco2)c1	3	1	10	5%	-28	1	4	-0.7	1
28	O=C(c1cc(C2CC2)on1)N1CCOCC1	-3	1.1	-251	1%	-8	1	3	-1.8	1.1
29	Cc1ccc2nc3c(cc(C(N)=S)c(=N)n3CCCOC(C)C)c(=O)n2c1	44	1.5	-13	8%	16	0.9	-192[fluorescence artefact?]	-1.1	1.1
30	CCCCn1c(SCC(=O)OCC)nnc1-c1ccoc1C	-3	1	-8	8%	-24	0.9	-3	0.5	1
31	c1ccc2c(c1)CCCN2Cc1nnnn1C1CCCC1	8	1.1	4	3%	20	0.9	0	-2.9	1
32	COCCCNC(=O)CCCC(=O)NCCCOC	3	1.1	-16	7%	-23	0.9	0	0.3	1
33	COC(=O)CCSCC(=O)Nc1nnc(C)s1	10	0.96	-7	2%	17	0.9	0	-0.3	1
34	CCCc1ccc(OCCNC(=O)CC)cc1	9	1.1	-8	5%	0	0.9	5	-5.1	1
35	CCc1c(C(=O)Nc2ccc(S(=O)(=O)N3CCOCC3)cc2)csc1C	-2	1.1	-16	8%	2	0.9	2	1.7	1.1
36	O=C(CSc1nnc(CN2CCOCC2)n1-c1ccc(Cl)cc1)Nc1cc(Cl)ccc1O	-12	1.1	-5	5%	-5	0.9	2	2.1	1
37	Cc1nc2c(Br)c3nc(C(F)(F)F)[nH]c3c(Br)c2[nH]1	-14	1.1	0	5%	-13	0.9	-3	-2.9	0.99
38	Clc1ccc(-c2nn3c(-c4ccncc4)nnc3s2)c(Cl)c1	13	1.2	-10	7%	-6	0.9	4	-1.7	1
39	O=C(Nc1nccs1)c1ccc2nccnc2c1	32	1	-2	5%	35	0.9	-4	-2.6	1.1
40	O=C(NCc1ccc(F)cc1)C1CCN(S(=O)(=O)N2CCC3(CC2)OCCO3)CC1	0	1.2	-5	2%	19	0.9	1	0.0	1
41	CCn1cc(Br)c(C(=O)NC(C)c2ccccc2)n1 (configuration not stated)	-7	1.1	-3	3%	-1	0.9	4	0.2	1
42	O=C(CN1CCN(Cc2ccccc2F)C1=O)NCCN1CCOCC1	17	1.1	2	2%	-7	1	4	-0.9	1
43	O=C(CSCc1ccco1)c1ccc(Cl)s1	15	0.99	1	7%	10	0.9	0	-2.3	0.97
44	Cn1nnnc1Sc1nc(-c2cccnc2)nc2ccccc12	7	1	14	4%	-1	0.9	-1	-3.5	1.1
45	CCc1nnc(NC(=O)C2CCCN2S(=O)(=O)c2ccccc2)s1 (configuration not stated)	-4	1	-13	3%	14	.	-5	1.4	1
46	CCC(C)NC(=O)c1c(C)cc(=O)oc1C (configuration not stated)	-4	0.98	-3	2%	-4	1	3	-1.2	1.2
47	CC(C)OP(=O)(c1ccc(N(C)C)cc1)C(O)c1ccncc1 (configuration not stated)	-4	1.1	-8	8%	3	1	-1	-1.4	0.98
48	CN(C(=O)C12CC3CC(CC(C3)C1)C2)C1CCS(=O)(=O)C1 (configuration not stated)	-16	1.1	-1	0%	-3	1	-2	-5.0	1.1
49	COc1cccc(C2/C(=C(\O)c3ccc4c(c3)OCO4)C(=O)C(=O)N2CCN(C)C)c1OC (configuration not stated)	4	1.1	5	0%	-1	0.9	-3	0.0	1.1
50	CCCCn1nc(NC(=O)c2cccs2)c2cc3ccccc3nc21	6	2.2*	17	10%[fluoresces]	-10	1	-21	12	1

Later entries
nr	SMILES	SF1 activator	Fluor 339 460	5-HT1A blocker	NADH coupling	RORA act	TNAP act mid DEA	MMP-13 inhibitor	HTR1A agonist	Abs 340nm
51	O=C(NCCN1CCC(Cc2ccccc2)CC1)C1CCCN(S(=O)(=O)c2cnc[nH]2)C1 (configuration not stated)	-7	1.1	28	3%	2	1	2	0.3	1
52	CCOC(=O)NC(=O)COC(=O)Cc1cc(OC)c(OC)c(OC)c1	-3	1.1	-7	7%	1	1	1	0.9	1
53	COc1cccc(OC)c1C(=O)Nc1cc(Cl)ccc1N1CCOCC1	-17	1.1	11	3%	-12	0.9	4	-1.3	1
54	O=C(CN1CCN(c2ncccn2)CC1)N1CCN(C(c2ccccc2)c2ccccc2)CC1	1	1.1	17	16%	9	0.9	2	-0.5	1.1
55	O=C(CSc1nc2c([nH]c3ccccc32)c(=O)n1-c1ccccc1)N1CCOCC1	11	1.1	1	2%	-11	1	-3	2.6	1.1
56	COc1ccc2nc(N3CCCC(C(=O)NCCCN4CCN(C)CC4)C3)sc2c1 (configuration not stated)	15	1	11	10%	3	1	2	0.1	0.98
57	COc1ccccc1CNc1ncnc2nc[nH]c12	13	1.2	-12	23%	-8	1.2	2	-2.2	1
58	CC(NC(=O)COc1cccc(Br)c1)C(=O)O (configuration not stated)	3	0.98	-5	9%	-19	0.9	1	-3.9	0.98
59	COc1ccccc1C(=O)n1nc(-c2ccc(Cl)cc2)nc1N	7	1.1	23	1%	14	0.9	5	1.9	1
60	Cc1onc(-c2ccccc2Cl)c1C(=O)Nc1nn[nH]n1	-4	1.2	5	0%	22	1	-8	1.2	1
61	COc1cc(OC)c(S(=O)(=O)N2CCCCC2)cc1S(=O)(=O)N1CCCCC1	-8	1.1	-4	5%	-1	0.9	3	-0.9	1.1
62	COc1ccc(OCC(O)Cn2c(=N)n(CCN3CCCCC3)c3ccccc32)cc1 (configuration not stated)	-12	1.1	32	9%	18	1.1	-5	-2.3	0.98
63	COc1ccc(-c2cc(N)n(S(=O)(=O)c3c(F)c(F)c(F)c(F)c3F)n2)cc1OC	-30	1	46*	3%	-25	0.9	6	0.1	1
64	O=C(c1ccc2c(c1)C(=O)N(Cc1ccco1)C2=O)N1CCOCC1	2	1.1	-5	5%	20	1	-4	-0.2	1.1
65	CCC1(C)Cc2c(sc(NC(=O)CCC(=O)O)c2C#N)CO1 (configuration not stated)	-5	1.1	.	3%	-8	0.9	1	-2.4	0.99
66	CS(=O)(=O)N(CCC(=O)O)Cc1ccccc1	0	1.1	-1	5%	-17	0.9	3	-2.2	0.99
67	COc1ccc2c(Cl)c(C(N)=O)sc2c1	-1	1.1	3	4%	15	0.9	-1	-1.6	1.1
68	COc1ccc(-c2nnc(-c3cccnc3)o2)cc1OC	18	1.6	3	4%	1	0.8	-2	-2.3	1.1
69	Cn1c(=O)oc2cc(S(=O)(=O)N3CCCc4ccccc43)ccc21	34	1	2	2%	26	0.9	0	-1.0	1

Copied from the list:
O=C(c1ccc2c(c1)C(=O)N(Cc1ccco1)C2=O)N1CCOCC1 in SF1 activator has 2
COc1ccc(OCC(O)Cn2c(=N)n(CCN3CCCCC3)c3ccccc32)cc1 (configuration not stated) in RORA act has 18
